S1P4 antagonist = antagonists of human S1P4 receptor. O95977. S1P4-expressing cells, antagonist mode, reporter read-out. inhibition, % at 4.98 µM. 220,000 tested, 0.26% active; in the data active = inhibition above about 29%;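 also: 0% = wells stimulated with agonist and 100% = vehicle wells without agonist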
NPY-Y1 antag = antagonists of human neuropeptide Y receptor Y1. HEK293-CNG Y1 cells, membrane potential fluorescence; NPY at EC95, then isoproterenol. P25929. inhibition, % at 3.6 µM. 200,000 tested, 1% active;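 active = inhibition above the campaign mean inhibition of all tested compounds plus 3 SD, cut at about 20% in these data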;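 also: 0% = DMSO wells given NPY plus isoproterenol and 100% = isoproterenol alone without NPY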
Target sequence (P25929 whole entry, looked up): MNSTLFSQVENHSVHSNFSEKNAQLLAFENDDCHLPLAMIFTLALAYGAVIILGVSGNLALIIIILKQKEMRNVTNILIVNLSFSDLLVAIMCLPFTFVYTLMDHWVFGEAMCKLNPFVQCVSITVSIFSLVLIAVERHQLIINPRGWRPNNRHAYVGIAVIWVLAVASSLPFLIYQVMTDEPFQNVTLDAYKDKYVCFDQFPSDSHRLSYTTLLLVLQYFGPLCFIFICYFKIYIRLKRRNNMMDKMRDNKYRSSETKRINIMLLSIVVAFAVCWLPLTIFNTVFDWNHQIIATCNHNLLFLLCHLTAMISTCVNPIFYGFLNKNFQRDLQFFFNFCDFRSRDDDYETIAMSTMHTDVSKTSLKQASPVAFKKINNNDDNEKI
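Assay system: HEK293 cells with Y1 receptor plus CNG channel | Probe or stimulus: NPY (25 nM), isoproterenol (1 µM), Ro 20-1724 (25 µM) | Timing: Compound incubation 1 h at room temperature, readout 45 min post-stimulation | Measured by: Membrane-potential fluorescent dye readout | Benchmarks: High control isoproterenol alone, low control NPY with isoproterenol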
Runt-CBFb FRET = inhibitors of human RUNX1 Runt domain binding to CBFb; Cerulean-Runt/Venus-CBFb FRET ratio 530/480, 1 h; inhibition, % at 20 µM; 220,000 tested, 0.46% active;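 active = inhibition over about 50% at 20 µM in the single-dose screen, limit read from the data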;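 also: 0% = DMSO wells and 100% = excess unlabeled CBFb competitor control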
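Buffer or medium: Tris pH 7.5 buffer with BSA. Assay system: Cerulean-labeled Runt domain protein. Amount: each fluorescent fusion protein 100 nM. Read-out basis: loss of energy transfer signal. Incubation: 1 h compound exposure, room temperature. Probe or stimulus: Venus-CBFb binding partner, 100 nM. Detection: FRET, excitation 422 nm, emission at 530 and 480 nm.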
NPY-Y1 PAM-ag = potentiators or agonists of human neuropeptide Y receptor Y1 | 220,000 tested, 0.37% active | AID 1304 | activation, % at 3.6 µM | P25929 | NPY-Y1 expressing cells, potentiator/agonist activation; in the data active = activation above about 33%, passing the limit was not always enough;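 also: cells stimulated with NPY at EC10 then isoproterenol at EC100; 0% = low agonist plus stimulus and 100% = saturating agonist plus stimulus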
S1P4 agonist = activates the human S1P4 receptor | 220,000 tested, 0.35% active | S1P4-expressing cell line, agonist reporter assay | O95977 | activation, % at 4.98 µM | AID 1509; in the data active = activation above about 11%;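 also: 0% = DMSO vehicle and 100% = reference agonist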
Ba/F3 V617F tox = loss of viability in JAK2V617F-driven Ba/F3 cells; Ba/F3 EpoR-JAK2V617F viability, ATP luminescence; inhibition, % at 5.6 µM; 220,000 tested, 1.1% active;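 active = inhibition above the campaign mean plus 3 SD over all tested compounds, cut at about 24% in these data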;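 also: cytokine-independent growth of Ba/F3 cells driven by EpoR plus mutant JAK2; 0% = DMSO-treated cells and 100% = JAK inhibitor I control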
NPY2 pot ag = potentiators or agonists of human neuropeptide Y receptor Y2; AID 1359; activation, % at 3.6 µM; 220,000 tested, 0.45% active; cells expressing NPY-Y2, potentiator/agonist read-out; in the data active = activation above about 27%;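 also: cells stimulated with NPY near EC25 plus isoproterenol at EC100; 0% = vehicle plus submaximal agonist and 100% = vehicle plus saturating agonist; some results beyond the cut were filed as inactive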
Target sequence (P49146 whole entry, looked up): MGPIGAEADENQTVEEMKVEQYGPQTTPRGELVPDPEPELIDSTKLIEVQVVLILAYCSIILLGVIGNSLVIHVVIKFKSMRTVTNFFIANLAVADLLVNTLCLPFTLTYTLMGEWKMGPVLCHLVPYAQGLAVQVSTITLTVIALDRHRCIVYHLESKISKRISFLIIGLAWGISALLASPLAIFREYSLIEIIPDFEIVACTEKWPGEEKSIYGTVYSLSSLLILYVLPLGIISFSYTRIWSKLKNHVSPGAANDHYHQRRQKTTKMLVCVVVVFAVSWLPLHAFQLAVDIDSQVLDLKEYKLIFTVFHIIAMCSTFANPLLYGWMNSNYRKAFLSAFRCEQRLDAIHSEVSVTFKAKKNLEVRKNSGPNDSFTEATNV
RBBP9 inhibitor = inhibitors of human serine hydrolase RBBP9; O75884; recombinant RBBP9, FP-Rh probe fluorescence polarization; inhibition, % at 7.94 µM; 220,000 tested, 0.2% active; AID 1515;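 active = inhibition above the campaign mean of all tested compounds plus 3 SD, cut at about 14% in these data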;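 also: plate controls were DMSO wells with RBBP9 for no effect and wells lacking RBBP9 protein for full effect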
Target sequence (O75884 whole entry, looked up): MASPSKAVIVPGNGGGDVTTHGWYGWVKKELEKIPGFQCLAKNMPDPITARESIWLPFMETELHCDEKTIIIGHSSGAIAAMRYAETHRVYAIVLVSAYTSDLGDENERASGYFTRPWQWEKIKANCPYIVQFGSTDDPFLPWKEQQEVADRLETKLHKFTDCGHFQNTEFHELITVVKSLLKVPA
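System: RBBP9 protein / Quantity: 2.5 µM RBBP9 dispensing solution, before mixing / Also added: Serine-hydrolase probe FP-Rh, 375 nM pre-mixing / Dosing: 7.94 µM single dose, 0.794% DMSO / Timing: enzyme-compound preincubation 30 min, then probe labeling 45 min, 25 °C / Signal: FP readout at 525/598 nm / Controls: DMSO-treated enzyme wells and wells lacking RBBP9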
BaF3 tox = parental Ba/F3 viability inhibition as JAK2V617F counter-screen. CellTiter-Glo ATP luminescence. inhibition, % at 5.6 µM. 220,000 tested, 1.1% active. AID 1486;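 active = inhibition above a per-campaign cutoff, the mean inhibition of all tested compounds plus 3 SD, cut at about 27% in these data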;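 also: 0% = DMSO wells and 100% = JAK Inhibitor I control wells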
Active calls of the source: *; · = not tested or not shown.

(1) Cc1ccc2cc(CN(CCCN(C)C)C(=S)NCc3ccccc3)c(=O)[nH]c2c1C
(2) O=C1c2ccccc2C(=O)N1C/C=C/CN1C(=O)c2ccccc2C1=O
(3) O=C(CSc1ncnc2ccccc12)Nc1cccc(S(=O)(=O)N2CCCC2)c1
(4) CCOC(=O)C(CCc1nnc(N)s1)C(=O)OCC
(5) CCCN(CCC)CCSc1nc(O)c(C(C)C)c(=O)[nH]1
(6) CC(C)(Oc1ccc(Cl)cc1)C(=O)NCCN1C(=O)S/C(=C/c2cccnc2)C1=O
(7) Fc1ccccc1CCNc1c2c(nc3ncnn13)CCCC2
(8) COc1ccc(OC)c(NC(=S)NCc2cccnc2)c1
Screen / compound no.	1	2	3	4	5	6	7	8
S1P4 antagonist	3	-20	-14	-11	-17	-3	-5	2
NPY-Y1 antag	1	0	-4	2	2	-7	-5	7
Runt-CBFb FRET	2	0	-2	0	0	-3	·	0
NPY-Y1 PAM-ag	4	-8	-16	-3	3	14	-16	5
S1P4 agonist	-0.2	-1.4	3.0	-0.1	0.6	1.4	2.2	0.2
Ba/F3 V617F tox	-2	-3	2	3	-3	0	20	-3
NPY2 pot ag	-1	-6	-6	18	7	-4	1	-4
RBBP9 inhibitor	-6	-2	-1	-12	0	-4	-8	-8
BaF3 tox	4	-1	10	5	3	2	9	4

(9) O=C(OCCN1C(=O)c2ccccc2C1=O)c1cc2ccccc2o1
(10) O=C(Nc1ccc(N2CCCC2)cc1)c1ccccc1F
(11) COc1ccc(N=C2S/C(=C\c3ccc(C)o3)C(=O)N2CC(C)C)cc1
(12) CN1CCN(/N=C/c2c3ccccc3c(Cl)c3ccccc23)CC1
(13) C=C(C)Cn1c(-c2ccncc2)n[nH]c1=S
(14) CCC12CN3CCN(CC(C3)/C1=N\NC(=O)Nc1ccccc1)C2
(15) Cc1ccc(N2C(N)=NC(N)=NC2(C)C)c(C)c1
(16) O=C(NC1CCCC1)C(c1ccncc1)N(C(=O)c1csnn1)C1CCCC1 (configuration not stated)
Screen / compound no.	9	10	11	12	13	14	15	16
S1P4 antagonist	1	-6	-1	-6	-13	-11	8	7
NPY-Y1 antag	2	0	9	-3	-1	3	3	-1
Runt-CBFb FRET	-3	8	7	0	7	0	0	4
NPY-Y1 PAM-ag	3	12	-19	-17	6	-19	11	0
S1P4 agonist	1.1	-1.2	-2.9	1.5	0.1	0.2	1.1	3.3
Ba/F3 V617F tox	0	-1	2	-2	-5	1	87*	-3
NPY2 pot ag	3	4	3	-18	6	-2	-1	5
RBBP9 inhibitor	-8	0	1	0	-2	-3	5	-7
BaF3 tox	3	2	3	-1	-1	5	100*	4

Single entries from the entries so far.
entry 10 – NPY-Y1 antag: 0
entry 16 – NPY-Y1 PAM-ag: 0

Next section:
(17) Cc1ccc(OCCSCc2nc3ccccc3[nH]2)cc1
(18) CN(C)CCCN1c2ccccc2Sc2ccc(C(F)(F)F)cc21
(19) Cc1ccc(CN2CCN(CC(=O)NCc3ccc(Cl)cc3)C2=O)cc1
(20) O=C(NCc1cccs1)C(NS(=O)(=O)c1cccc2nsnc12)c1ccccc1 (configuration not stated)
(21) S=C(Nc1ccc(Cl)cc1Cl)N1CCOCC1
(22) COCC(=O)Nc1ccccc1-c1ccccc1
(23) COc1ccc2cc(/C=N/NC(=O)c3ccc(CN(c4ccc(C)c(C)c4)S(C)(=O)=O)cc3)c(Cl)nc2c1
(24) CC(=O)Nc1c(Nc2ccccc2)c2ccccc2oc1=O
Screen / compound no.	17	18	19	20	21	22	23	24
S1P4 antagonist	-23	-14	5	-31	-9	-8	-4	-14
NPY-Y1 antag	6	4	-7	-5	0	-2	-3	1
Runt-CBFb FRET	5	-3	1	-2	0	1	0	0
NPY-Y1 PAM-ag	-5	-1	-1	2	-17	4	21	-3
S1P4 agonist	0.4	-2.2	-0.3	0.1	1.4	-5.3	-0.2	0.1
Ba/F3 V617F tox	-4	5	-1	1	2	4	1	0
NPY2 pot ag	-5	10	-4	6	-2	-8	2	2
RBBP9 inhibitor	0	0	0	3	-3	-9	-11	-2
BaF3 tox	3	13	6	6	5	6	5	2

(25) COc1cccc2sc(Nc3nnc(-c4ccccc4Cl)o3)nc12
(26) CC[C@@H](C(=O)n1nc(C)cc1C)[C@H](NS(=O)(=O)c1ccc(C)cc1)c1ccccc1
(27) O=S(=O)(c1ccccc1C(F)(F)F)N1CCOCC1
(28) COC(=O)C(C)C1Sc2ccccc2NC1=O (configuration not stated)
(29) O=C(NCc1ccc2c(c1)OCO2)C1CCN(S(=O)(=O)c2ccc(Br)s2)CC1
(30) O=C(NC(Cc1ccccc1)c1nc2ccccc2[nH]1)C1CC(=O)N(c2ccc3c(c2)OCCO3)C1 (configuration not stated)
(31) CCOC(=O)COc1ccc(Cl)cc1C1NC(=O)NC(C)=C1C(C)=O (configuration not stated)
(32) Cc1ccc(/C=C2\Oc3c(ccc(O)c3CN3CCN(CCO)CC3)C2=O)cc1
Screen / compound no.	25	26	27	28	29	30	31	32
S1P4 antagonist	3	-4	4	-9	-13	-5	4	20
NPY-Y1 antag	2	-11	7	1	-6	6	-4	1
Runt-CBFb FRET	-6	1	0	0	3	0	-1	3
NPY-Y1 PAM-ag	16	-7	17	-16	1	17	9	4
S1P4 agonist	0.4	0.5	2.1	-0.4	1.1	-0.1	-1.3	0.6
Ba/F3 V617F tox	82*	2	3	-2	0	1	-2	-1
NPY2 pot ag	3	-5	16	-16	-3	5	9	14
RBBP9 inhibitor	-7	-8	-3	-6	-8	-9	-1	-4
BaF3 tox	85*	3	5	1	6	8	0	7

(33) Cc1cc(C(=O)NNC(=O)CCC2CCCCC2)c(C)o1
(34) CCOC(=O)N1CCc2c(sc3nc(SC(C)C)n(N)c(=O)c23)C1
(35) O=C(NCc1ccco1)c1ccc(Br)s1
(36) CSc1cccc(CN2CCN(Cc3ccc(F)c(F)c3)C(CCO)C2)c1 (configuration not stated)
(37) CCC1CCCCN1C(=O)C1CC(c2cc(Cl)c(OC)cc2OC)=NO1 (configuration not stated)
(38) O=C(O)c1c2c(nc3ccc(S(=O)(=O)N4CCC(C(=O)N5CCCCC5)CC4)cc13)CCCC2
(39) Cc1ccccc1CNc1nc(N)n(-c2ccccc2)n1
(40) COc1ccc(/C=N/NC(=O)Cn2nc([N+](=O)[O-])cc2C)c(OC)c1OC
Screen / compound no.	33	34	35	36	37	38	39	40
S1P4 antagonist	-7	-2	-12	6	0	-18	-13	-7
NPY-Y1 antag	-3	1	-2	5	0	-4	3	·
Runt-CBFb FRET	-1	-6	3	-2	-1	2	1	2
NPY-Y1 PAM-ag	-5	-27	6	11	-20	0	4	5
S1P4 agonist	0.5	-1.9	0.1	-1.3	-1.3	3.3	-0.9	1.3
Ba/F3 V617F tox	-2	2	3	0	-4	-3	-2	2
NPY2 pot ag	-14	9	7	3	9	8	-1	6
RBBP9 inhibitor	-2	-5	-5	5	11	-5	-7	-1
BaF3 tox	0	7	4	2	1	2	96*	-2

(41) CCOC(=O)Nc1sc(NS(=O)(=O)c2ccc(C)cc2)nc1C
(42) Cc1ccccc1NC(=O)COc1ccc(Br)cc1CNCCCO
(43) O=c1c2cc3c(=O)n(CC4CCCO4)c(=O)c3cc2c(=O)n1CC1CCCO1 (configuration not stated)
(44) CCCCNCc1cc2ccccc2o1
(45) CCOc1ccc(C(=O)NC(=S)Nc2ccc(N3CCCCC3)cc2)cc1[N+](=O)[O-]
(46) COc1ccc([N+](=O)[O-])cc1NC(=O)C(C)OC(=O)/C=C/c1ccco1 (configuration not stated)
(47) COC(=O)c1c(NC(=O)CCc2ccc(C)o2)sc(C)c1C
(48) CCNC(=S)N/N=C/c1cn(Cc2ccccc2F)c2ccccc12
Screen / compound no.	41	42	43	44	45	46	47	48
S1P4 antagonist	-12	-2	1	-6	-11	-9	3	2
NPY-Y1 antag	4	4	1	·	-1	11	4	6
Runt-CBFb FRET	4	0	0	-1	16	2	2	-1
NPY-Y1 PAM-ag	-13	6	-17	-4	-12	4	-34	13
S1P4 agonist	2.2	1.1	2.4	2.4	-1.5	1.6	0.1	1.9
Ba/F3 V617F tox	-1	1	0	1	4	-1	-4	-3
NPY2 pot ag	-4	-2	-4	-11	-7	-4	-1	12
RBBP9 inhibitor	-4	5	1	-1	-4	-10	3	-2
BaF3 tox	1	7	4	1	12	2	-2	-2

6 structures from above, sorted by SMILES length, highest first:
(30) O=C(NC(Cc1ccccc1)c1nc2ccccc2[nH]1)C1CC(=O)N(c2ccc3c(c2)OCCO3)C1 (configuration not stated)
(46) COc1ccc([N+](=O)[O-])cc1NC(=O)C(C)OC(=O)/C=C/c1ccco1 (configuration not stated)
(43) O=c1c2cc3c(=O)n(CC4CCCO4)c(=O)c3cc2c(=O)n1CC1CCCO1 (configuration not stated)
(14) CCC12CN3CCN(CC(C3)/C1=N\NC(=O)Nc1ccccc1)C2
(12) CN1CCN(/N=C/c2c3ccccc3c(Cl)c3ccccc23)CC1
(33) Cc1cc(C(=O)NNC(=O)CCC2CCCCC2)c(C)o1
Screen / compound no.	30	46	43	14	12	33
S1P4 antagonist	-5	-9	1	-11	-6	-7
NPY-Y1 antag	6	11	1	3	-3	-3
Runt-CBFb FRET	0	2	0	0	0	-1
NPY-Y1 PAM-ag	17	4	-17	-19	-17	-5
S1P4 agonist	-0.1	1.6	2.4	0.2	1.5	0.5
Ba/F3 V617F tox	1	-1	0	1	-2	-2
NPY2 pot ag	5	-4	-4	-2	-18	-14
RBBP9 inhibitor	-9	-10	1	-3	0	-2
BaF3 tox	8	2	4	5	-1	0

New compounds follow.
(49) N#C/C(=C\c1ccc(OCC(N)=O)cc1)S(=O)(=O)c1ccccc1
(50) CC(C)C(OC(=O)c1cccs1)C(=O)NCc1ccco1 (configuration not stated)
(51) CC1CC(Nc2ccccc2)c2ccccc2N1C(=O)c1ccco1 (configuration not stated)
(52) COc1cc(OC)c(NC(=S)Nc2cccc(C)c2)cc1Cl
(53) C[N+]1(CC2COC3(CCCCC3)O2)CCCC1 (configuration not stated)
(54) CSc1nc2cc(Cl)ccc2s1
(55) COc1ccc(NC(=O)c2c(-c3ccccc3Cl)noc2C)c(OC)c1
(56) O=C(C1CSC2(c3ccc(F)cc3)CCC(=O)N12)N1CCCCCC1 (configuration not stated)
(57) CN(C(=O)C(Cl)Cl)C1CC2C=CC1C2 (configuration not stated)
Screen / compound no.	49	50	51	52	53	54	55	56	57
S1P4 antagonist	-4	-4	-11	-31	8	-15	4	-7	-13
NPY-Y1 antag	1	1	·	10	-2	-2	0	1	·
Runt-CBFb FRET	-2	0	2	6	0	-5	-1	0	2
NPY-Y1 PAM-ag	10	-10	-11	-8	1	2	3	24	-19
S1P4 agonist	0.9	-0.9	0.9	1.4	-0.1	0.9	1.9	-0.3	0.6
Ba/F3 V617F tox	-2	3	3	1	2	-3	7	0	3
NPY2 pot ag	-8	-6	-13	-13	3	13	0	9	-1
RBBP9 inhibitor	-6	4	-3	-8	-1	-6	-1	-13	-1
BaF3 tox	1	5	-2	4	7	0	11	6	-2

Screening data from PubChem.
